p53null 39C tox – qHTS Screen for Compounds that Selectively Target Cancer Cells with p53 Mutations: Cytotoxicity of p53 Null Cells at the Nonpermissive Temperature; H1299 p53-null (neo) cells, 39C, ATPlite viability, 24 h; Potency, µM (top dose mostly 46.1 µM), for inactives: top-dose activity, negative = cell killing, actives largely listed as cytotoxic; 0.97% of 55,000 active; AID 904, 2007;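 note: potency is the fitted concentration of half-maximal effect; 0% = DMSO only and -100% = full killing by 100 µM tamoxifen; nearly all actives have a fitted effect of over 50% in size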
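Following overnight plating at 37C (600 cells/well), H1299-neo or H1299-p53A138V cells are dosed up to 46 uM. Incubation lasts 24 hr at 39C before ATP detection.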
p53null 32C tox – qHTS Screen for Compounds that Selectively Target Cancer Cells with p53 Mutations: Cytotoxicity of p53 Null Cells at the Permissive Temperature; 0.62% of 55,000 active; Potency, µM (highest dose often 46.1 µM), for inactives: top-dose activity change, negative = cytotoxicity, most hits filed as cytotoxic; H1299-neo p53 null cells, ATP luminescence, 24 h, 32C; AID 903, 2007;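 note: potency is the fitted concentration of half-maximal effect; 0% = DMSO only and -100% = full killing by 100 µM tamoxifen; nearly all actives have a fitted effect of over 55% in size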
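Overnight 37C seeding (600 cells/well) of H1299-neo preceded a 24 hr, 32C exposure to compounds up to 46 uM. ATP levels, read by luminescence after 20 min at RT, indicated surviving cells.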
TSG101-PTAP inh – qHTS Validation Assay for Inhibitors of HIV-1 Budding by Blocking the Interaction of PTAP/TSG101: Sytravon Library Screen; Tumor susceptibility gene 101 protein (Homo sapiens), Q99816; Fluorescence polarization, FITC-PTAP peptide/Tsg101, 20 min; Potency, µM (doses to about 115 µM), without a hit: top-dose activity change, negative = inhibition, hits mostly inhibitors; 44,000 tested, under 10 active; note: potency is the fitted concentration of half-maximal effect; 0% is about no effect
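FITC-labeled PTAP peptide (50 nM final) binding to Tsg101 binding domain (10 uM final) read by fluorescence polarization after 20 min at r.t. in HEPES pH 7.5 buffer. Actives by CRC class, <25 µM.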
NTMT1 inhibitor – Primary qHTS for Inhibitors of N-terminal methyltransferase 1 (NTMT1): MTaseGlo Assay; NTMT1 MTase-Glo SAH luminescence, purified enzyme; Potency, µM (series often up to 114 µM), without a hit: at the top dose activity change, negative = inhibition, most hits filed as inhibitors; 2.5% of 59,000 active; AID 1645870, 2021;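 note: potency is the fitted concentration of half-maximal effect; plate controls were DMSO vehicle for no effect and no enzyme for full effect; nearly all actives have a fitted effect of over 65% in size; many of its hits are not listed in these tables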
GALK inhibitor – qHTS Assay for Inhibitors of Human Galactokinase (GALK): NCGC Sytravon Library Screen; recombinant GALK, Kinase-Glo ATP luminescence, 1 h; P51570; Potency, µM (doses to about 57.5 µM), for the others: at the top dose activity, negative = inhibition, hits mostly inhibitors; 44,000 tested, under 10 active;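 note: plate controls were full GALK reaction for no effect and reaction lacking GALK for full effect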
Target sequence (P51570 whole entry, looked up): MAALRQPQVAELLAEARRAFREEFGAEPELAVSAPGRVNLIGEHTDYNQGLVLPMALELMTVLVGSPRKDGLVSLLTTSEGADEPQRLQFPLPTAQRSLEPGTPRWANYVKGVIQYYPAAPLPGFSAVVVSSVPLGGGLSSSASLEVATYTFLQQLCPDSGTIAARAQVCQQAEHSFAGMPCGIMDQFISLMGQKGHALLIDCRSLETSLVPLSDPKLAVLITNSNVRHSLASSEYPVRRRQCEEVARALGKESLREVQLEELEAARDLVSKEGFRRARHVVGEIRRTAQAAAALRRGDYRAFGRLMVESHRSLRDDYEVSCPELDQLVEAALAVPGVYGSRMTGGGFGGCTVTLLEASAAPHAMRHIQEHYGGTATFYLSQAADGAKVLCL
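Human GALK (5 nM) was incubated with 35 uM ATP and 100 uM galactose in 20 mM HEPES pH 8.0 with MgCl2, NaCl, DTT and BSA for 1 h at room temperature. Remaining ATP was measured by Kinase-Glo Plus luminescence.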
B2AR arrestin ag – qHTS assay of beta-arrestin-biased ligands of beta2-adrenergic receptor: NCGC Sytravon Library Screen. 44,000 tested, under 10 active. Potency, µM (titrated, usually from 46.1 µM), for the others: at the top dose activation, usual class: activators. HTLA Tango cells, beta-arrestin recruitment, luciferase luminescence, 18 h;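 note: potency is the fitted concentration of half-maximal effect; 0% = DMSO and full agonism = EC100 isoproterenol or metaproterenol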
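Tango cell line, 1% FBS DMEM; cpd titration up to 46 microM; 18 hr, 37 degrees C, 5% CO2. Luciferin/ATP substrate mix added, 15 min RT, luminescence. %Activity, CRC fitting, curve-class categorization.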
FH mod – Identification of activators of human fumarate hydratase by quantitative high-throughput screening. Fumarate hydratase, mitochondrial (Homo sapiens), P07954. FH coupled MDH/diaphorase resazurin fluorescence, 15 min. Potency, µM (series often up to 79.9 µM), inactives show at the highest dose activity change, negative = inhibition, most hits filed as inhibitors. 0.22% of 54,000 active. AID 1347055, 2019; note: potency is the fitted concentration of half-maximal effect; % is set by controls: 0 for no effect and ±100 for the full control effect; the screen sought activators but most active calls are inhibition curves; nearly all actives have a fitted effect of over 45% in size
Target sequence (P07954 whole entry, looked up): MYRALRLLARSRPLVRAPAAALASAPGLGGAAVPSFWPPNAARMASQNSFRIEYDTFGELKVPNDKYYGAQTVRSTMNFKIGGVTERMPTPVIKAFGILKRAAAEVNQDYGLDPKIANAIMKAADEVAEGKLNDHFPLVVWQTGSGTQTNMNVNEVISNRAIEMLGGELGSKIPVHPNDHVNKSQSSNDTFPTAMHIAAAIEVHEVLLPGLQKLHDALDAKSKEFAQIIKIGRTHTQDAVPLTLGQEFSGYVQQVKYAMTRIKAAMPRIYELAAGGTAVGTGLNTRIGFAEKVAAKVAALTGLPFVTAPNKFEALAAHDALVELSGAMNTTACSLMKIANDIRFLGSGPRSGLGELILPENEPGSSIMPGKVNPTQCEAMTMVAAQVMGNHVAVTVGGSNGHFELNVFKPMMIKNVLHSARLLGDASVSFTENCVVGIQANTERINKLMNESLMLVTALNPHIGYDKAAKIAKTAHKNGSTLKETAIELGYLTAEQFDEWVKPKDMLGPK
An asterisk follows results filed as active; ? = inconclusive; / = not tested or not shown; [ ] = dose if it differs, or a comment. Calls come from the whole dose curve; as a rule, active = well fitted curve in the direction sought with a large enough effect; inconclusive = small, poorly fitted or top-dose-only effect, or another doubt; inactive = no such curve, though single readings can be large; an effect the other way counts as inactive or inconclusive.

Results follow in this order: NTMT1 inhibitor, p53null 32C tox, FH mod, GALK inhibitor, TSG101-PTAP inh, B2AR arrestin ag, p53null 39C tox
CCOc1ccc(/C=C/C(=O)Nc2sc3c(c2C(=O)OC)CCCC3)cc1
    4%, 0%, 3%, -1%, 0%, 0%, -17%
Cc1ccc(-n2nc(C)c3c(C(=O)Nc4ccc(C)cc4Cl)cc(C)nc32)cc1
    4%, 8%, 7%, 0%, -6%, -1%, -26%
N#Cc1ccc(C(=O)Nc2ccccc2-c2nc3ccccc3s2)c(F)c1
    -17%, 7%, 5%, -1%, 0%, 0%, -12%
O=C(NCC(c1ccc2c(c1)OCO2)N1CCOCC1)C(=O)Nc1ccc(F)cc1F (stereo unspecified)
    12%, -15%, -12%, -4%, -4%, -1%, 3%
CCN(c1cc(C)cc(C)c1)S(=O)(=O)c1nnc(NC(=O)c2cccc(F)c2)s1
    33%[activator], 12%, ?, 1%, -2%, 1%, 6%
CC(=O)Nc1ccc(S(=O)(=O)Nc2cccc(-c3ccc(N4CCCCCC4)nn3)c2)cc1
    /, ?, /, -5%, -1%, 3%, ?
COc1ccc(CCNC(=O)c2nnc(Cc3ccc(Cl)cc3)o2)cc1OC
    ?, 1%, 5%, -7%, -7%, -2%, -12%
Cc1cccc2nc(-c3cccnc3)c(Nc3ccc(C(C)C)cc3)n12
    7%, 39%[activator], -5%, -8%, 1%, -2%, ?
Cc1ccc(OCC(=O)Nc2nnc(S(=O)(=O)N3CCCCCC3)s2)cc1
    14%, -10%, 0%, 2%, -2%, 3%, -11%
Cc1ccc(NC(=O)CSc2ncc(-c3ccccc3)[nH]2)cc1
    ?, 11%, -15%, 0%, -3%, 1%, -17%
COc1ccc2cc3cc(C(=O)N4CCN(c5ccc(C(C)=O)cc5)CC4)sc3nc2c1Cl
    20%, 0%, -5%, 0%, -2%, -1%, -4%
O=C1c2oc3ccccc3c(=O)c2C(c2cccc(Br)c2)N1c1ccccn1 (stereo unspecified)
    7%, -3%, 2%, -3%, 2%, 6%, 2%
COc1ccccc1CNC(=O)c1ccc(-c2nc(CN3CCc4ccccc43)c(C)o2)cc1
    11%, 2%, -30%, -2%, -3%, 2%, 4%
CCOc1ccc(NC(=O)c2noc3c2CSc2ccccc2-3)cc1
    11%, -2%, 7%, ?, 1%, -2%, -2%
O=C(c1ccccc1Cl)N1CCCC(c2nc3c(nnn3Cc3ccc(F)cc3F)c(=O)[nH]2)C1 (stereo unspecified)
    -6%, 6%, -7%, 1%, -4%, 0%, 15%
Cc1ccc(OCCSc2nc(-c3ccccc3C)nc3cc(=O)[nH]n23)cc1Cl
    -26%, -7%, ?, 6%, -8%, 0%, 25µM*
COc1ccc(CCN2C(=O)NC(NS(=O)(=O)c3ccc(NC(C)=O)cc3)(C(F)(F)F)C2=O)cc1OC (stereo unspecified)
    -16%, /, 10%, 2%, -4%, 0%, /
O=C(COc1ccc([N+](=O)[O-])cc1)NCC1(N2CCOCC2)CCCCC1
    -2%, 1%, -2%, 0%, 1%, -3%, 4%
O=C(CCn1c(=O)c2sccc2n(CC(=O)Nc2ccccc2)c1=O)NCc1ccccc1Cl
    -18%, -17%, 9%, 3%, 2%, 1%, -65%
CCOc1ccc(NC(=O)c2oc3ccccc3c2NC(=O)c2ccc(OC)cc2OC)cc1
    1%, -2%, -22%, -1%, 1%, 0%, -3%
CC1=C(c2ccc(C)cc2)S(=O)(=O)NC1=NCCCN1CCN(c2ccc(F)cc2)CC1
    17%, 1%, -10%, -8%, 1%, -2%, -14%
COc1ccc(-n2c(/C=C/c3cc(OC)c(OC)cc3OC)nc3cc4ccccc4cc3c2=O)cc1Cl
    2%, -6%, 4%, -1%, -3%, ?, 23%
CC(C)CCNC(=O)Nc1cc(C(=O)NCc2cccc(F)c2)ccc1N1CCCC1
    ?, 14%, 5%, 4%, -3%, -1%, -10%
O=C(CCC(=O)OCC(=O)c1ccc(Cl)cc1)Nc1ccc(Oc2ccccc2)cc1
    5%, -3%, 7%, 1%, -13%, -1%, -5%
CC(=O)c1ccc(NC(=O)c2ccc3c(c2)N(Cc2cccc(Cl)c2)C(=O)c2ccccc2S3=O)cc1 (stereo unspecified)
    ?, 8%, -17%, 0%, 2%, 1%, 6%
COc1ccc(Cl)cc1NC(=O)C(C)n1nnc2sc3c(c2c1=O)CCCC3 (stereo unspecified)
    15%, -5%, -11%, -1%, 4%, -2%, 5%
COc1ccc2oc(=O)c(C(=O)NCCc3c(C)[nH]c4ccc(Br)cc34)cc2c1
    -4%, 3%, -19%, 3%, -5%, 0%, -16%
Cc1ccccc1C(=O)Nc1cccc(OCc2cc(=O)n3c(C)csc3n2)c1
    11%, -4%, -1%, 9%, 1%, 0%, -15%
COc1ccc(-c2cn3c(n2)sc2cc(C(=O)Nc4ccccc4F)ccc23)cc1
    2%, 4%, -11%, 0%, -2%, 0%, -9%
COc1ccc(CNS(=O)(=O)c2cc(C(=O)Nc3cc(Cl)cc(Cl)c3)ccc2F)cc1
    11%, 57%[activator], ?, -7%, -4%, -1%, 2%

Some of the entries so far, as a markdown table.
| molecule | NTMT1 inhibitor | p53null 32C tox | FH mod | GALK inhibitor | TSG101-PTAP inh | B2AR arrestin ag | p53null 39C tox |
| --- | --- | --- | --- | --- | --- | --- | --- |
| O=C(CCn1c(=O)c2sccc2n(CC(=O)Nc2ccccc2)c1=O)NCc1ccccc1Cl | -18% | -17% | 9% | 3% | 2% | 1% | -65% |
| CCOc1ccc(NC(=O)c2oc3ccccc3c2NC(=O)c2ccc(OC)cc2OC)cc1 | 1% | -2% | -22% | -1% | 1% | 0% | -3% |
| CC1=C(c2ccc(C)cc2)S(=O)(=O)NC1=NCCCN1CCN(c2ccc(F)cc2)CC1 | 17% | 1% | -10% | -8% | 1% | -2% | -14% |
| COc1ccc(-n2c(/C=C/c3cc(OC)c(OC)cc3OC)nc3cc4ccccc4cc3c2=O)cc1Cl | 2% | -6% | 4% | -1% | -3% | ? | 23% |
| CC(C)CCNC(=O)Nc1cc(C(=O)NCc2cccc(F)c2)ccc1N1CCCC1 | ? | 14% | 5% | 4% | -3% | -1% | -10% |
| O=C(CCC(=O)OCC(=O)c1ccc(Cl)cc1)Nc1ccc(Oc2ccccc2)cc1 | 5% | -3% | 7% | 1% | -13% | -1% | -5% |
| CC(=O)c1ccc(NC(=O)c2ccc3c(c2)N(Cc2cccc(Cl)c2)C(=O)c2ccccc2S3=O)cc1 (stereo unspecified) | ? | 8% | -17% | 0% | 2% | 1% | 6% |
| COc1ccc(Cl)cc1NC(=O)C(C)n1nnc2sc3c(c2c1=O)CCCC3 (stereo unspecified) | 15% | -5% | -11% | -1% | 4% | -2% | 5% |
| COc1ccc2oc(=O)c(C(=O)NCCc3c(C)[nH]c4ccc(Br)cc34)cc2c1 | -4% | 3% | -19% | 3% | -5% | 0% | -16% |
| Cc1ccccc1C(=O)Nc1cccc(OCc2cc(=O)n3c(C)csc3n2)c1 | 11% | -4% | -1% | 9% | 1% | 0% | -15% |

(list continues)
Results follow in this order: NTMT1 inhibitor, p53null 32C tox, FH mod, GALK inhibitor, TSG101-PTAP inh, B2AR arrestin ag, p53null 39C tox
CCSc1ccc(C(=O)Nc2ccc(-c3nc4ccc(C)cc4s3)cc2)cc1
    16%, -3%, 2%, 0%, 8%, 0%, 4%
CCN(CC)C(=O)C1CCN(C(=O)c2cnn(-c3ccccc3)c2-n2cccc2)CC1
    7%, -6%, 2%, 7%, 1%, -3%, -20%
COc1cccc(CNC(=O)CCn2ccc3cc(S(=O)(=O)N4CCCC4)ccc32)c1
    14%, -5%, -3%, 0%, 0%, -2%, -10%
CCc1nnc2c3ccccc3nc(Nc3cc(C)cc(C)c3)n12
    -10%, -11%, -19%, -8%, -1%, 0%, -4%
O=C(NCCc1ccc(F)cc1)C(=O)NCC(c1cccs1)S(=O)(=O)c1ccccc1 (stereo unspecified)
    -3%, 9%, -16%, -1%, 4%, 2%, 12%
CC(=O)N1c2ccc(S(=O)(=O)NCC3CCC(C(=O)Nc4ccccc4C)CC3)cc2CC1C (stereo unspecified)
    11%, -3%, 5%, 0%, -9%, 0%, -9%
CCOc1cccc(C(=O)N(Cc2ccc(CC)cc2)C2CCS(=O)(=O)C2)c1 (stereo unspecified)
    5%, -3%, 3%, 3%, 1%, -2%, -8%
O=C(c1cccc(Cl)c1)N(Cc1ccco1)Cc1ccccc1Cl
    0%, 17%, -9%, 1%, -2%, 0%, 3%
Cc1cc(Br)cc2c1N(Cc1ccccc1OC(C)C)C(=O)C2=O
    17%, ?, ?, 0%, 0%, -4%, ?
COc1ccccc1C(=O)Nc1ccc(-c2nc3cc(C)cc(C)c3o2)cc1
    -1%, 7%, 3%, -1%, 14%, 0%, -5%
CCC1CN(C(=O)N2CCC(C(=O)NCc3cccc(OC)c3OC)CC2)c2cc(C)ccc2O1 (stereo unspecified)
    -4%, 19%, ?, 3%, -1%, 1%, 3%
CCCC(=O)C1=C(c2cccc(OC)c2)N(C(=O)CCC)n2c(C)nnc2S1
    -6%, -1%, -20%, -4%, -8%, 2%, 2%
Cc1ccccc1CS(=O)(=O)Cc1ccc(C(=O)NCc2ccc(F)cc2)o1
    15%, -8%, 4%, -1%, -2%, -1%, -2%
Cc1oc2cc3oc(=O)c(CC(=O)N4CCCCC4)c(C)c3cc2c1C
    18%, -1%, -10%, -12%, -2%, 0%, -13%
Cc1ccccc1NC(=O)C1CCN(S(=O)(=O)c2cccc3nonc23)CC1
    0%, -13%, 1%, 1%, 1%, 0%, 5%
Cc1cccc(-n2c3nc(=O)[nH]c(=O)c-3cc3ccc(Cl)cc32)c1C
    -7%, 35%[activator], 7%, -1%, 0%, 0%, 29%
Cc1cc2[nH]c(=O)c(=O)[nH]c2cc1S(=O)(=O)Nc1cccc(C(F)(F)F)c1
    -1%, 5%, -4%, -1%, -5%, 0%, -16%
COc1cc(C(=O)NCCCc2nc3ccccc3n2CC(C)C)cc(OC)c1OC
    -1%, -6%, -3%, 0%, 0%, 1%, 2%

The list is partial; the hit share may differ from the screen's.
